Bioassay records deposited in PubChem by National Center for Advancing Translational Sciences (NCATS).
PLK1 PBD block = inhibitors of human PLK1 polo-box domain binding | Plk1 PBD binding of FITC phosphopeptide, fluorescence polarization | actives 2.8% (n = 360,000) | AID 720504 | P53350 | Potency, µM, for inactives: max response, negative = inhibition, actives largely listed as inhibitors; note: potency is the fitted concentration of half-maximal effect; series mostly up to about 57 µM; % is set by controls: 0 for no effect and ±100 for the full control effect; nearly all actives have a fitted effect of over 65% in size
GLP1R ag = GLP-1 receptor (human) agonism; HEK293 GLP-1R CRE-luciferase, luminescence, 4-6 h; cells express a hypersensitive GLP-1R form; actives 0.007% (n = 380,000); Potency, µM (top dose mostly 45.6 µM), for the others: at the top dose activation, actives largely listed as activators; P43220; note: potency is the fitted concentration of half-maximal effect; % of control where 0% means no effect
Target sequence (P43220 whole entry, looked up): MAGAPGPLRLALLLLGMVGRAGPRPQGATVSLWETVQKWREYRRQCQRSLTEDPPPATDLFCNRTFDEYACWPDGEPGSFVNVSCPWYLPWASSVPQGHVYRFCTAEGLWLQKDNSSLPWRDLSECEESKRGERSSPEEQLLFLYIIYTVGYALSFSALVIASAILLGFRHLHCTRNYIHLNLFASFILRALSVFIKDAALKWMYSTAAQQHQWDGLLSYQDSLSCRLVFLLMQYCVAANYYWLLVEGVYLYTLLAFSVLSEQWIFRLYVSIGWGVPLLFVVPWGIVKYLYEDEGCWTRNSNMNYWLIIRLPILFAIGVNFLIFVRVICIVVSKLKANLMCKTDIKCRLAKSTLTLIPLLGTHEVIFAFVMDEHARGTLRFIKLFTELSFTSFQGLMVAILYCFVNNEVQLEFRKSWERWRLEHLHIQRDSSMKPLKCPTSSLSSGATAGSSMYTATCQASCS
WRN helicase inh = inhibitors of human WRN helicase. Q14191. WRN helicase unwinding, fluorescent forked duplex, kinetic. Potency, µM (doses to about 114 µM), for inactives: top-dose activity change, negative = inhibition, actives largely listed as inhibitors. actives 0.46% (n = 360,000); note: potency is the fitted concentration of half-maximal effect; % is set by controls: 0 for no effect and ±100 for the full control effect; nearly all actives have a fitted effect of over 55% in size
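WRN at 20 nM final was preincubated with compound for 15 min at room temperature; reaction started with 100 nM forked duplex oligonucleotide carrying fluorophore and quencher plus 2 mM ATP (final). Unwinding followed kinetically by red fluorescence (ex 525/em 598 nm).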
IL2 activator = activates IL-2 in a cell-based reporter assay; IL-2 activation reporter assay, cell-based qHTS; stimulated with anti-CD3/CD4/CD28 beads; in transgenic mouse T cells; activation, % (series mostly up to about 46 µM); actives 0.065% (n = 360,000); in the data active = activation above about 50%; inconclusive = mostly about 30% to 49%; note: 0% is about no effect
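EGFP and DsRed fluorescence is measured by plate cytometry in unstimulated transgenic mouse T cells exposed to compound for 60 minutes, then stimulated 18 hours at 37 degrees C with anti-CD3/anti-CD4 beads plus anti-CD28.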
D3 ag = activates the human D3 dopamine receptor | AID 652048 | max activation, % | D3R DiscoveRx beta-arrestin cells, luminescence, 90 min | actives 0.58% (n = 410,000); in the data active = max activation above about 30%; note: 0% is about no effect; mostly tested at two doses, the higher about 12 µM
Target sequence (P35462 whole entry, looked up): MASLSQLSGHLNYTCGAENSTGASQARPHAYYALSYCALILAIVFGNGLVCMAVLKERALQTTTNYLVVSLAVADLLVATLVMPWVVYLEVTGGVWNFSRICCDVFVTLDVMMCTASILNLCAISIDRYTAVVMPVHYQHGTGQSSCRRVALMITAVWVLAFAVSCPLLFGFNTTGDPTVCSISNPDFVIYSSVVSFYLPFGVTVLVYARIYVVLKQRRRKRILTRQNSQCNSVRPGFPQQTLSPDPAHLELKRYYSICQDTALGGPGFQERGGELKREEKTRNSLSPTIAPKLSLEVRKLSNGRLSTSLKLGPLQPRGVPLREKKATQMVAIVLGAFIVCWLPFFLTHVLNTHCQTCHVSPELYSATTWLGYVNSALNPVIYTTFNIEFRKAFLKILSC
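Agonist mode: compounds and dopamine controls were applied to plated cells for 90 min at 37 degrees C after an overnight attachment at 1500 cells/well. Luminescent read-out followed 30 - 60 minutes at room temperature with DiscoveRx detection reagent.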
GLP-1R inv ag = GLP-1 receptor (human) inverse agonism. AID 624417. Potency, µM (series often up to 38.3 µM), for the others: top-dose activity change, negative = inhibition, usual class: inhibitors. HEK293 GLP-1R CRE-luciferase, luminescence, 24 h; GLP-1R form is constitutively active. P43220. actives 1.6% (n = 410,000); note: potency is the fitted concentration of half-maximal effect; % is set by controls: 0 for no effect and ±100 for the full control effect; nearly all actives have a fitted effect of over 55% in size
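Using stably transfected HEK293 (constitutively active GLP-1R, cAMP-luciferase reporter), compounds were incubated 24 hr and luciferase measured by luminescence.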
PI5P4K alpha inh = blocks human PI5P4K alpha kinase activity; PI5P4Kalpha enzyme, ADP-Glo luminescence, 60 min; active compounds read low; P48426; AID 652105; max response, %; actives 1.2% (n = 330,000); active = max response of -50% or lower; inconclusive = between -30% and -50%; inactive = -30% or higher; note: value at the top dose of about 77 µM; % is set by controls: 0 for no effect and ±100 for the full control effect
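Controls without substrate or without enzyme flank wells where PI5P4Kalpha converts substrate using 5 microM ATP (final). Incubation lasts 60 minutes at room temperature; ADP formed is read by ADP-Glo luminescence.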
D3 antag = antagonists of human D3 dopamine receptor | D3R cells, DiscoveRx beta-arrestin luminescence, antagonist mode; active compounds read low | actives 2.5% (n = 360,000) | P35462 | max response, negative = inhibition, %; in the data active = max response below about -50%; inconclusive = no clear call, values can overlap the other calls; note: % is set by controls: 0 for no effect and ±100 for the full control effect; mostly tested at two doses, the higher about 12 µM
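Cells plated overnight at 1500 cells/well, then exposed to library compounds with dopamine controls for 90 minutes at 37 degrees C. DiscoveRx reagent added for 30–60 minutes at room temperature; luminescence read, quantitative HTS format.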
HEK293 tox = cytotoxic in the GLP-1 receptor inverse agonist counter-screen; HEK293 cAMP-luciferase reporter cells, luminescence, 24 h; Potency, µM (top dose mostly 38.3 µM), without a hit: at the top dose activity change, negative = inhibition, usual class: inhibitors; actives 0.13% (n = 410,000);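 note: loss of luciferase light is scored as toxicity; potency is the fitted concentration of half-maximal effect; % is set by controls: 0 for no effect and ±100 for the full control effect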
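Quantitative HTS format, 1536 wells, 200 cells/uL seeded. Compounds: 23 nL, 24 h, 37 °C. Detection: luciferase reagent, luminescence at 12 min RT; decreased signal taken as cytotoxic.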
Active calls of the source: *; ? = inconclusive; · = no result given; [ ] = another dose, or the depositor's remark. Unless noted, calls come from the whole dose curve; as a rule, active = well fitted curve in the direction sought with a large enough effect; inconclusive = small, poorly fitted or top-dose-only effect, or another doubt; inactive = no such curve, though single readings can be large; an effect the other way counts as inactive or inconclusive.

SMILES	PLK1 PBD block	GLP1R ag	WRN helicase inh	IL2 activator	D3 ag	GLP-1R inv ag	PI5P4K alpha inh	D3 antag	HEK293 tox
CC(C)(C)c1cc(CN2CCN(CCC#N)CC2)cc(C(C)(C)C)c1O	8.4µM*	0%	4%	0.8	-19	-10%	4	-23	-3%
c1cc(-c2n[nH]c(-c3ccncc3)n2)ccn1	-4%	-4%	0%	-1.0	2	4%	1	18	-2%
O=C(c1cccs1)N1CCn2c1nc1ccccc12	3%	-7%	-5%	-2.0	-6	4%	-5	-1	14%
Cc1ccc2nc(C)cc(C(=O)NC3CCCCCC3)c2c1	-13%	-7%	-7%	0.2	-1	-8%	2	?	1%
CCCCn1c(N)c(N(CCOC)C(=O)COc2c(C)cccc2C)c(=O)[nH]c1=O	1%	-1%	-5%	1.6	-2	9%	2	2	-10%
CCC1CCCCN1CCCNC(=O)c1ccc2c(c1)NC(=O)CS2 (stereo unspecified)	-21%	2%	-7%	-1.9	-1	11%	11	1	-3%
Clc1ccc(Br)c(-c2nc3ccccc3[nH]2)c1	-10%	5%	4%	0.3	5	?	1	-10	2%
CC(Sc1ncnc2sc(-c3ccccc3)cc12)C(N)=O (stereo unspecified)	-7%	3%	2%	-5.1	5	96%[activator]	-3	18	0%
Cc1nc2sc(C(c3ccco3)N3CCN(c4ccccc4F)CC3)c(O)n2n1 (stereo unspecified)	-4%	0%	-1%	-3.8	8	17%	·	-9	-22%
COc1cc(-c2ccc3oc(-c4ccsc4)cc3c2)cc(OC)c1OC	-1%	1%	-2%	1.9	30	11%	-1	-16	-6%
CC(=O)C1=C(C)NC(SCC(=O)c2ccc(Cl)cc2)=C(C#N)C1CC(C)C (stereo unspecified)	-26%	-9%	-2%	-0.5	-1	?	2	1	-6%
N#C/C(=N\Nc1ccc(Cl)c(Cl)c1)C(=O)C1CC1	?	3%	-3%	-1.9	13	-26%	-3	21	?
O=c1cnnc(N/N=C/c2ccc3c(c2)OCO3)[nH]1	-15%	0%	-6%	-1.8	0	0%	-2	-3	1%
O=S1(=O)CCOC[C@H](Cc2ccccc2)N1Cc1ccccc1F	6%	-7%	10%	0.6	0	-1%	-2	-17	1%
Cc1cc(C)cc(NC(=O)Nc2cnccn2)c1	3%	-2%	4%	0.8	6	5%	-2	1	-11%
C=CCNC(=O)C1CCN(S(C)(=O)=O)CC1	0%	-6%	4%	1.1	-3	6%	6	4	1%
O=C(Nc1ccncc1)C1CCN(S(=O)(=O)c2ccccc2)CC1	-5%	2%	-2%	-0.9	-14	-6%	-2	7	4%
COc1ccc(OC)c(CN(CCN2CCOCC2)C(=O)Nc2ccccc2)c1	-10%	2%	2%	-2.2	-3	14%	-3	-21	-2%
O=C(NCc1ccccc1)C12CC3CC(CC(C3)C1)C2	0%	0%	2%	0.3	3	-14%	-3	7	11%
CCc1ccc2[nH]c(=O)c(CN(CCN(C)C)C(=S)NCc3ccco3)cc2c1	-9%	10%	-5%	-0.6	-5	?	0	-7	-30%
Cc1ccc(-n2c(=O)c3c4c(sc3n(CC(=O)Nc3ccccc3C)c2=O)CCCCC4)cc1C	·	-1%	·	·	2	14%	·	·	1%
Cc1cccc(C(=O)OCc2cnc(Cl)s2)c1	-6%	10%	-4%	0.3	-4	-19%	10	8	8%
O=C(NCCCc1ccccc1)c1ccccc1	-8%	9%	9%	-0.4	-1	2%	-4	3	4%
COc1ccc(-c2sc3ccc(N4CCOCC4)cc3c2C#CCO)cc1	0%	13%	-14%	-3.8	6	-25%	-11	29	-91%
CNC(=O)COC(=O)c1cccc(S(=O)(=O)N2CCN(c3ccc(F)cc3)CC2)c1	-12%	2%	3%	-3.0	1	12%	1	-12	-1%
COCCNC(=O)CN(C(=O)CCC(=O)Nc1cc(C)on1)c1ccc(C)cc1C	-6%	1%	4%	-1.2	-3	0%	·	-14	17%
O=C(COC(=O)c1cc(S(=O)(=O)N2CCOCC2)ccc1Cl)NCc1ccc2c(c1)OCO2	-3%	9%	-1%	-0.4	-1	-6%	-4	-7	5%
CC12CCC3C(CCC4N(CCO)CCC34C)C1CCC2O (stereo unspecified)	3%	-5%	-4%	-3.7	-7	-3%	0	-18	2%
Cc1ccc(CSCCNC(=O)c2cccc([N+](=O)[O-])c2)cc1	-15%	0%	6%	1.1	-9	-26%	-8	0	10%
Cc1ccc2c(c1)C1CN(C)CCC1N2C(=O)COc1ccccc1F (stereo unspecified)	-6%	14%	-1%	0.4	2	11%	2	8	-19%
COc1ccccc1[C@@H]1C(c2cccc(C)c2)=NN(c2ccc(Br)cc2)[C@H]1C(=O)N1CCOC1=O	-7%	0%	-7%	0.0	2	1%	25	15	51%[activator]
Cc1c(C(c2ccc(C(=O)O)cc2)c2c(C)n(C)n(-c3ccccc3)c2=O)c(=O)n(-c2ccccc2)n1C	3%	1%	6%	-4.3	1	14%	5	16	1%
CSc1c(CC(=O)NCCO)n(C)c2ccccc12	0%	-1%	-2%	0.4	0	13%	·	7	-10%
Cc1[nH]n(-c2ccccc2)c(=O)c1N=Nc1ccccc1C(=O)N1CCOCC1	-4%	1%	-4%	-0.1	-3	13%	3	-4	3%
CCCOc1ccc(C(=O)Nc2cc(S(=O)(=O)N3CCOCC3)ccc2N2CCN(CC)CC2)cc1OC	-3%	9%	-5%	-2.9	-9	0%	1	-22	-4%
COc1ccc2c(CCNC(=O)c3ccco3)c[nH]c2c1	-8%	1%	0%	-0.1	-2	12%	3	8	-12%
COc1ccc2c(c1)c1c(c(=O)n(-c3ccc(OC)c(OC)c3)c(=O)n1Cc1ccccc1F)n2C	·	-1%	·	·	-2	12%	·	·	2%
N#Cc1c(N)nc2c(c1N)CC(C(F)(F)F)O2 (stereo unspecified)	-6%	0%	1%	1.7	2	-1%	6	12	2%
COc1ccccc1NC1=Nc2cccc3cccc1c23	-1%	14%	-8%	-3.2	-16	?	1	-20	-6%
O=C(COC(=O)CNC(=O)c1cccc([N+](=O)[O-])c1)Nc1ccccc1OC(F)F	-8%	0%	-5%	0.2	1	7%	-1	0	-2%
COCCNC(=O)C1(C)CCCN(Cc2ccc(Cl)c(Cl)c2)C1 (stereo unspecified)	-7%	6%	-5%	-0.5	-6	-19%	-3	-8	1%
CCN1CCN(c2ccc(S(=O)(=O)N3CCCCC3)cc2NC(=O)c2ccc([N+](=O)[O-])o2)CC1	-15%	-7%	-8%	-0.2	-1	13%	10	-11	?
O=C(Nc1ccc(Cl)c(Cl)c1)C1C2C=CC3(O2)C1C(=O)N(CCN1CCCCC1)C3C(=O)NC1CCCCC1 (stereo unspecified)	1%	-1%	4%	-0.4	-1	?	2	-10	-19%
Cc1ccc(C(=O)Nc2ccccc2C(=O)NCC2CCCO2)cc1 (stereo unspecified)	-19%	10%	-11%	-1.1	-4	2%	-7	-12	-8%
CC(C)(CO)Nc1nc(N2CCCC2)nc(N2CCCC2)n1	?	0%	7%	0.4	0	10%	-7	1	-16%
COCCCn1c(SCC(=O)Nc2ccc(NC(C)=O)cc2)nc2sc3c(c2c1=O)CCC3	-13%	14%	8%	-0.2	6	36%[activator]	1	-4	5%
S=C(NCCCN1CCOCC1)Nc1ccc(Cl)cc1	-2%	-4%	-2%	0.7	-7	5%	5	7	-3%
O=C(O)c1cn[nH]c1-c1cccc([N+](=O)[O-])c1	-11%	0%	?	-1.0	5	10%	-24	13	-2%
O=C(c1cccs1)N1CCN(C(=O)c2ccco2)c2ccccc2C1	-7%	-2%	-10%	2.5	1	-8%	2	35	-6%
Cc1ccc(C(=O)COC(=O)CCS(=O)(=O)c2ccccc2)cc1[N+](=O)[O-]	-15%	8%	-1%	-0.2	-3	-5%	?	-1	7%
COc1ccc2c(c1OC)C(=O)OC2CC(=O)O (stereo unspecified)	-7%	-1%	-3%	-3.0	0	-7%	5	-55*	59%[activator]
COc1cc(/C=N\NC(=O)C2C(=O)NCC2c2ccccc2)cc(OC)c1O (stereo unspecified)	1%	1%	-3%	-3.8	0	-2%	2	9	-2%
CNCC(O)CN1CCN(c2ccccc2OC)CC1 (stereo unspecified)	-5%	0%	2%	-0.7	-6	-29%	-2	5	-7%
O=C(C1CCCCC1)N1C[C@@H](O)[C@H](n2cc(C3CC3)nn2)C[C@@H]1c1ccccc1	1%	5%	8%	-1.0	2	13%	-2	21	-6%
O=C(c1ccc(Cl)cc1)c1cc([N+](=O)[O-])ccc1N1CCOCC1	-25%	26%	-28%	-3.1	-11	?	-14	-29	?
Cc1nc(Cc2nnc(SC(C)C(=O)N3c4ccccc4NC(=O)C3(C)C)o2)cs1 (stereo unspecified)	-7%	-2%	6%	-0.6	2	-1%	-6	-2	4%
CC(C)NS(=O)(=O)c1ccc(CCC(=O)O)cc1	-11%	1%	1%	-0.3	2	30%	6	0	1%
CN(Cc1ccncn1)C(=O)CC1C(=O)NCCN1Cc1cccc(Oc2ccccc2)c1 (stereo unspecified)	0%	2%	-5%	0.3	0	-4%	3	15	0%
CCC(=O)N1CCc2cc(Br)cc(S(=O)(=O)N3CCCC(C(=O)Nc4cccc(C)c4C)C3)c21 (stereo unspecified)	·	1%	·	·	-23	4%	·	·	23%

Random excerpt: 3 entries already listed, in no set order.
SMILES	PLK1 PBD block	GLP1R ag	WRN helicase inh	IL2 activator	D3 ag	GLP-1R inv ag	PI5P4K alpha inh	D3 antag	HEK293 tox
Cc1ccc(C(=O)Nc2ccccc2C(=O)NCC2CCCO2)cc1 (stereo unspecified)	-19%	10%	-11%	-1.1	-4	2%	-7	-12	-8%
COc1cc(/C=N\NC(=O)C2C(=O)NCC2c2ccccc2)cc(OC)c1O (stereo unspecified)	1%	1%	-3%	-3.8	0	-2%	2	9	-2%
CCC(=O)N1CCc2cc(Br)cc(S(=O)(=O)N3CCCC(C(=O)Nc4cccc(C)c4C)C3)c21 (stereo unspecified)	·	1%	·	·	-23	4%	·	·	23%

Rows were taken by chance; about 7.8% have a hit in one of these screens.
